# TRb-SRC2 inh – inhibitors of human thyroid hormone receptor beta-SRC2 interaction | P10828 | TRbeta-SRC2 peptide binding, fluorescence polarization; receptor liganded with 1 µM T3 | Potency, µM (titrated, usually from 106 µM), for inactives: at the top dose activity change, negative = inhibition, usual class: inhibitors | hit rate 0.065% among 280,000; active means well fitted inhibition curve with a large enough effect; inconclusive means small, poorly fitted or top-dose-only effect, or effect the other way;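 further: plate controls were bound peptide for no effect and peptide without receptor for full effect; nearly all actives have a fitted effect of over 50% in size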
# Target sequence (P10828 whole entry, looked up): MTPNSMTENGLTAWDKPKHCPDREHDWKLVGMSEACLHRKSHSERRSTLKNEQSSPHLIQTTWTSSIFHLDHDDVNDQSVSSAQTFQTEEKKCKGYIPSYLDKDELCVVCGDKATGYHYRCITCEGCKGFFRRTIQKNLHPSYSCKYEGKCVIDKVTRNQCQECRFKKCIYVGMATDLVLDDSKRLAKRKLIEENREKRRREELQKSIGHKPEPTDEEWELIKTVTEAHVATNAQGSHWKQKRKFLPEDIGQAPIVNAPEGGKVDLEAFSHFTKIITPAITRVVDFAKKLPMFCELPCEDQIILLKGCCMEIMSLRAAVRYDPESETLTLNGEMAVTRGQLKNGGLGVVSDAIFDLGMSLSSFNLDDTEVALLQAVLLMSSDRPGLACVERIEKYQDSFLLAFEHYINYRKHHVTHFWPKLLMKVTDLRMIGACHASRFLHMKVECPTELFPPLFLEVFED
#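 A fluorescence polarization screen tested compounds at multiple concentrations against complex formation between 0.6 uM TRb ligand-binding domain and 20 nM Texas Red SRC2 peptide, with 1 uM T3 present; readout after 5 hr.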
# Lamin A splicing – changes lamin A minigene splicing in HeLa cells; hit rate 0.01% among 200,000; Potency, µM (series often up to 46.1 µM), for the others: at the top dose ratio change, negative = inhibition, hits mostly inhibitors; HeLa LMNA splicing GFP/RFP minigene ratio, 48 h; active means well fitted inhibition curve with a large enough effect in the signal ratio, with a control signal flat, not every such curve was filed as active; inconclusive means small, poorly fitted or top-dose-only effect, or effect the other way, or a change in a side signal; the % refers to the signal ratio
#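 S3 HeLa cells stably expressing lamin A-EGFP splicing minigene plus DsRed2, 600 cells/well, 48 h compound exposure at 37C. Laser-scanning cytometry; analysed as GFP (500-530 nm)/RFP (575-640 nm) total intensity ratio; 0.5% DMSO vehicle.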
# TR SRC2 fluor cs – Texas Red fluorescence interference in TRb-SRC2 counter-screen | TRb/SRC2 Texas Red total fluorescence interference | Potency, µM (doses to about 106 µM), for inactives: at the highest dose fluorescence change, negative = quenching | hit rate 0.29% among 280,000; active means well fitted curve in either direction with a large enough effect; inconclusive means small, poorly fitted or top-dose-only effect
#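 Human TRβ ligand-binding domain (0.6 uM) and Texas Red SRC2 peptide (20 nM) in Tris buffer with 1 uM T3 and 5% DMSO were incubated with pinned compound for 5 hr at ambient temperature. Total fluorescence was computed as S + 2P (555/632 nm).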
# Numbers without * were called inactive; ? = inconclusive; [ ] = another dose, or the depositor's remark. Unless noted, on the % scale 0 is the no-effect control and ±100 the full control effect; potency means the concentration at half of the fitted maximal effect.
# Results follow in this order: TRb-SRC2 inh | Lamin A splicing | TR SRC2 fluor cs
Cc1ccc(-n2ncc(C(=O)N3CCN(C4CCCCC4)CC3)c2C2CCN(C(=O)OC(C)(C)C)CC2)cc1
 : -10.4% | 1.5%[46 µM] | -1.2%
O=C(CCCCCn1c(=O)[nH]c2ccccc2c1=O)N1CCN(c2ccc(Cl)cc2)CC1
 : 2.1% | -9.1%[46 µM] | -3.2%
Cc1cc(C)cc(NC(=O)c2sc3nc(-c4ccccc4)cn3c2C)c1
 : -2.1% | -11.0%[46 µM] | -2.9%
CCc1ccc(Sc2cc(C(=O)NCc3cccc(OC)c3)c3ccccc3n2)cc1
 : 1.9% | -14.5%[46 µM] | -2.8%
CCN1CCc2c(sc(-n3cccc3)c2C(CCC(C)C)NC(=O)NCCC(=O)OC)C1 (stereo unspecified)
 : -5.5% | ? | ?
Cn1c(=O)c2c(SCC(=O)Nc3ccc(F)cc3F)nc(C3CCCC3)nc2n(C)c1=O
 : -7.6% | ? | -1.8%
COc1ccc(C)cc1NC(=O)c1cc(S(=O)(=O)N2CCOCC2)cn1C
 : -1.9% | 23.0%[46 µM] | -22.1%
O=C(CSc1nc2ccccc2nc1Cc1ccc(Cl)cc1)Nc1ccc2c(c1)OCO2
 : 3.7% | 1.5%[46 µM] | -0.8%
COc1ccc(CCNC(=O)c2ccc3[nH]c(C)c(C)c3c2)cc1OC
 : 0.2% | ? | -3.7%
CCc1ccc(CNC(=O)c2ccc3c(c2)nc2n3CCOC2)cc1
 : 2.0% | ? | -4.1%
COc1ccc(-c2ccc(=O)n(CC(=O)Nc3ccccc3C(F)(F)F)n2)cc1
 : -2.9% | -7.0%[46 µM] | 2.2%
COc1cc(Cl)c(C)cc1Nc1ncnc2c1nc1n2CCCC1
 : 4.0% | -15.9%[46 µM] | 5.9%
O=C(CCC(=O)c1ccccc1)Nc1ccc(F)c(Cl)c1
 : -3.5% | 5.4%[46 µM] | -11.9%
CC1CCCCN1c1csc2ccc(F)cc2c1=O (stereo unspecified)
 : 9.2% | 11.8%[46 µM] | -2.1%
Cc1c(-c2ccc(Cl)cc2)c(=O)oc2ccc(OC(=O)N3CCOCC3)cc12
 : -5.9% | -8.7%[46 µM] | 0.0%
CCOc1ccc(NC(=O)Cn2c(=O)oc3cc(S(=O)(=O)N4CCCCCC4)ccc32)cc1
 : -1.0% | -8.6%[46 µM] | -1.8%
COc1cc(NC(=O)C2CCN(c3cnc4ccccc4n3)CC2)cc(OC)c1OC
 : 10.0% | -11.6%[46 µM] | -2.3%
CC1CCc2onc(C(=O)N3CCN(c4ccc(F)cc4)CC3)c2C1 (stereo unspecified)
 : -2.0% | ? | -2.2%
CCOC(=O)c1cc(S(=O)(=O)NCc2ccc(Cl)cc2)[nH]n1
 : 8.9% | -7.6%[46 µM] | -4.5%
COc1ccc(/C=C/C(=O)N2CCC(c3nc4ccccc4o3)CC2)cc1
 : 7.6% | -3.6%[46 µM] | -1.5%
Cc1ccc(-n2ncc3c(N4CCC(C(N)=O)CC4)ncnc32)cc1
 : 10.2% | ? | -0.5%
Cc1nc2ccn(Cc3ccccc3)c(=O)c2cc1C(=O)N1CCN(c2ccccc2F)CC1
 : 1.4% | -15.0%[46 µM] | -0.8%
COc1cc(CN(C(=O)c2ccccc2Br)c2ccccn2)cc(OC)c1OC
 : 2.3% | 5.0%[46 µM] | 3.0%
CCOC(=O)C1CCCN(S(=O)(=O)c2cc(-c3cc(C)no3)ccc2OC)C1 (stereo unspecified)
 : 0.6% | -11.5%[46 µM] | 0.0%
O=C(COc1ccc(F)cc1)Nc1nnc(S(=O)(=O)N2CCCC2)s1
 : -1.8% | 20.0%[46 µM] | 2.3%
CCN(CC)c1ccc(C2C(C(=O)Nc3ccccc3C)=C(C)Nc3ncnn32)cc1 (stereo unspecified)
 : -5.0% | -6.4%[46 µM] | 2.1%
COc1ccc(C(=O)NCC(c2ccc(N(C)C)cc2)N2CCCC2)cc1 (stereo unspecified)
 : 3.2% | ? | -1.7%
COc1ccccc1CNC(=O)C1CCN(S(=O)(=O)c2c(C)noc2/C=C/c2c(C)cc(C)cc2C)CC1
 : 3.0% | -12.2%[46 µM] | 1.3%
O=C(Nc1cccc(OCc2cc(=O)n3ccccc3n2)c1)Nc1cccc(C(F)(F)F)c1
 : -17.8% | ? | -1.6%
Cc1ccc(NC(=O)C2CCN(S(=O)(=O)c3cccc4nonc34)CC2)cc1C
 : -5.4% | 6.4%[46 µM] | -3.1%

# Exported as labelled records: 4 of the compounds above.
COc1ccc(C)cc1NC(=O)c1cc(S(=O)(=O)N2CCOCC2)cn1C
  TRb-SRC2 inh: -1.9%
  Lamin A splicing: 23.0%[46 µM]
  TR SRC2 fluor cs: -22.1%

O=C(CSc1nc2ccccc2nc1Cc1ccc(Cl)cc1)Nc1ccc2c(c1)OCO2
  TRb-SRC2 inh: 3.7%
  Lamin A splicing: 1.5%[46 µM]
  TR SRC2 fluor cs: -0.8%

COc1ccc(CCNC(=O)c2ccc3[nH]c(C)c(C)c3c2)cc1OC
  TRb-SRC2 inh: 0.2%
  Lamin A splicing: ?
  TR SRC2 fluor cs: -3.7%

CCc1ccc(CNC(=O)c2ccc3c(c2)nc2n3CCOC2)cc1
  TRb-SRC2 inh: 2.0%
  Lamin A splicing: ?
  TR SRC2 fluor cs: -4.1%

# Remaining list, next part
# Results follow in this order: TRb-SRC2 inh | Lamin A splicing | TR SRC2 fluor cs
Cc1ccc(CCNC(=O)c2ccc(CSCc3ccc(C)cc3)o2)cc1
 : -4.2% | -25.6%[46 µM] | -2.0%
COc1ccc(C(=O)NCC(c2ccc(N(C)C)cc2)N2CCc3ccccc32)cc1OC (stereo unspecified)
 : -9.8% | ? | -4.1%
CCN1CCN(C(=O)c2ccc3c(c2)N(Cc2cccc(F)c2)C(=O)c2ccccc2S3)CC1
 : -3.5% | 4.7%[46 µM] | -2.2%
COc1cc(CN(C(=O)COc2ccc(Cl)cc2)c2ccccn2)cc(OC)c1OC
 : -17.6% | 16.2%[46 µM] | ?
Cc1ccc(N(Cc2cccs2)C(=O)c2ccc(Br)o2)cc1
 : 3.3% | ? | -18.7%
O=C1CCSc2ccc(S(=O)(=O)Nc3cccc(C(F)(F)F)c3)cc2N1
 : -1.7% | -5.8%[46 µM] | -4.0%
CCCCC(Sc1nc2cc3c(cc2c(=O)n1CCCC(=O)NCc1ccc2c(c1)OCO2)OCO3)C(=O)OCC (stereo unspecified)
 : 3.4% | 15.1%[46 µM] | 2.7%
COc1cccc2c1Oc1ncccc1N(C(=O)Nc1ccc(F)c(Cl)c1)C2
 : 3.3% | -7.6%[46 µM] | 1.0%
COc1ccc(CCNC(=O)CCCn2c(=O)c3cccn3c3ccccc32)cc1OC
 : -2.6% | 0.7%[46 µM] | -1.1%
COc1ccc(OC)c2sc(N(Cc3cccnc3)C(C)=O)nc12
 : -1.8% | -8.1%[46 µM] | -0.4%
COc1cc(CN(C(=O)COc2ccccc2)c2ccccn2)cc(OC)c1OC
 : 3.2% | 13.8%[46 µM] | -15.3%
O=C(Nc1nnc(S(=O)(=O)N2CCc3ccccc32)s1)c1ccccc1
 : -4.8% | 8.1%[46 µM] | 4.6%
CCOC(=O)c1c(S(=O)(=O)N2CCC(C(=O)Nc3ccc(C)cc3C)CC2)c(C)n(C)c1C
 : -1.8% | -1.5%[46 µM] | -3.7%
COc1ccccc1C(=O)OCc1cc(=O)n2nc(C(C)C)sc2n1
 : -0.7% | -3.5%[46 µM] | -15.6%
COc1cc(NC(=O)c2cc(C3CC3)nc3c2c(C)nn3-c2ccccc2)cc(OC)c1
 : 5.6% | -18.2%[46 µM] | -0.9%
CCOC(=O)C1CCN(c2ncnc3c2nnn3C)CC1
 : 1.6% | -4.5%[46 µM] | -0.2%
COc1ccc(CNC(=O)C(=O)NCC(c2cccs2)S(=O)(=O)c2ccc(F)cc2)cc1 (stereo unspecified)
 : 6.6% | 25.1%[46 µM] | 1.0%
CCc1cccc(C)c1NS(=O)(=O)c1ccc2c(c1)NC(=O)C(C)C(=O)N2 (stereo unspecified)
 : -15.8% | -14.2%[46 µM] | -0.1%
O=C(Nc1ccc(S(=O)(=O)N2CCCCC2c2cccnc2)cc1)c1ccc(F)cc1 (stereo unspecified)
 : -2.7% | ? | -3.9%
O=[N+]([O-])c1ccc(S(=O)(=O)N2CCn3cccc3C2c2ccc(Br)cc2)cc1 (stereo unspecified)
 : -7.8% | -5.8%[46 µM] | -1.9%
Cc1cccc(NC(=O)CN2C(=O)C3(SCC(=O)N3c3ccccc3)c3ccccc32)c1 (stereo unspecified)
 : 4.2% | ? | -5.1%
CNC(=O)C1CCC(Cn2c(=O)c3sccc3n(Cc3ccccc3)c2=O)CC1 (stereo unspecified)
 : 5.0% | 22.1%[46 µM] | -2.9%
Cc1ccc(C)c(N2CCN(S(=O)(=O)c3cc(C(=O)Nc4ccc(Oc5ccccc5)cc4)ccc3F)CC2)c1
 : 4.3% | ? | -4.0%
COc1ccccc1CNC(=O)c1ccc(CN2CC(=O)N3CCCCC3C2=O)cc1 (stereo unspecified)
 : -10.3% | 5.1%[46 µM] | -17.5%
CCc1c(C)sc2c1CCN(C(=O)Nc1ccccc1C(F)(F)F)C2c1ccccc1 (stereo unspecified)
 : -4.6% | -25.6%[46 µM] | -0.9%
CCN(c1ccccc1)c1ncnc2c1cnn2-c1ccc(C)cc1C
 : 2.1% | -19.9%[46 µM] | 0.7%
CCOc1ccccc1NC(=O)Cn1cnc2onc(-c3ccc(F)cc3)c2c1=O
 : -4.2% | 16.8%[46 µM] | -0.6%
CCc1ccc(CNC(=O)c2ccc(NC(=O)N3CCCCc4ccccc43)cc2)cc1
 : 2.9% | ? | -0.1%
CCOc1ccc(NC(=O)CSc2nccn2-c2cccc(C)c2C)cc1
 : 4.0% | 5.2%[46 µM] | 3.9%
COc1ccc(CCNS(=O)(=O)c2ccc3c(c2)CC(C)N3C(=O)C2CCC2)cc1OC (stereo unspecified)
 : 1.9% | ? | 5.8%

# The results go on:
SMILES	TRb-SRC2 inh	Lamin A splicing	TR SRC2 fluor cs
Cc1cccc(-c2nc(CCNC(=O)Cc3ccc(F)cc3)cs2)c1	6.6%	11.7%[46 µM]	-2.5%
CCN(CC)C(=O)c1sc2c(c1C)c(=O)n(-c1ccccc1)c(=O)n2CC(=O)N(CC)c1cccc(C)c1	5.6%	6.5%[46 µM]	-2.5%
Cc1cc(NC(=O)COCc2cc(-c3ccc(F)cc3)on2)ccc1Br	-9.7%	?	?
COCCCNC(=O)C1CCN(c2ncnc3c2nc2n3CCCCC2)CC1	-2.1%	-4.8%[46 µM]	?
COc1ccccc1CCNC(=O)C(=O)NCC(c1ccc2c(c1)OCO2)N1CCOCC1 (stereo unspecified)	-4.2%	6.0%[46 µM]	1.0%
Cc1ccc(N2CCN(S(=O)(=O)c3cc(C(=O)Nc4cc(Cl)cc(Cl)c4)ccc3F)CC2C)cc1 (stereo unspecified)	5.6%	-22.7%[46 µM]	1.9%
COc1ccc(C2=NN(CC(=O)NCCCN(C)c3ccccc3)C(=O)CC2)cc1	1.5%	?	-3.9%
CCCCOc1ccccc1C1CC(=O)Nc2cc(C)c(C)cc21 (stereo unspecified)	1.2%	?	-20.9%
O=C(Nc1cc(F)ccc1F)c1ccc(CN2CC(=O)N3CCCCC3C2=O)cc1 (stereo unspecified)	-3.4%	9.6%[46 µM]	3.8%
O=C(NCc1ccc(Cl)cc1)C1CCN(c2ncnc3c2nc2n3CCCCC2)CC1	-2.1%	-12.9%[46 µM]	-10.4%
COc1ccccc1NC(=O)c1ncoc1-c1ccco1	-10.5%	7.6%[46 µM]	0.9%
COc1ccccc1C(=O)Nc1ccc(C(=O)OCc2cc(=O)n3nc(C)sc3n2)cc1	-1.9%	?	-0.2%
Cc1ccc(N2CC(NC(=O)CCc3ccccc3)CC2=O)cc1C (stereo unspecified)	0.3%	-3.5%[46 µM]	1.3%
CCc1ccccc1NC(=O)CCc1c(C)nn(-c2ccc(N3CCOCC3)nn2)c1C	4.5%	-8.2%[46 µM]	-8.6%
CCn1c(SCc2ccccc2)nnc1-c1nonc1NC(C)=O	5.5%	?	-16.0%
CCOc1ccccc1NC(=O)C(C)Sc1nc(-c2ccccc2)c(C#N)c(=O)[nH]1 (stereo unspecified)	-9.4%	2.9%[46 µM]	-8.4%
CCCCN(CC)CCCNC(=O)C1CCCN(c2ncnc3c2nc2n3CCCCC2)C1 (stereo unspecified)	3.1%	-13.1%[46 µM]	-14.6%
CCOc1ccccc1CNC(=O)C1CCN(S(=O)(=O)c2ccc3[nH]c(=O)ccc3c2)CC1	3.5%	-9.0%[46 µM]	1.1%
CCCCc1nn2c(=O)cc(COC(=O)c3cccc(OC)c3)nc2s1	-3.4%	?	?
COc1ccc(CNC(=O)c2cnn3c(C)c(Cc4c(F)cccc4Cl)c(C)nc23)cc1	-4.9%	-14.1%[46 µM]	-1.3%

# Only part of the results is shown, so the mix of outcomes need not match the whole.
